Screening results (PubChem)
DT40 TDP1 no CPT: qHTS for Inhibitors of human tyrosyl-DNA phosphodiesterase 1 (TDP1): qHTS in cells in absence of CPT; Potency, µM (doses to about 46.2 µM), for inactives: top-dose activity change, negative = growth inhibition, hits mostly inhibitors; actives 15% (n = 420,000); DT40 Tdp1-/- hTDP1 cells, no CPT, ATP luminescence, 48 h; AID 686978, 2013; also: nearly all actives have a fitted effect of over 55% in size
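No-CPT arm: Tdp1-/-;hTDP1 DT40 cells (400/well) plus compounds, incubated ≥48 hr at 37 °C. Readout CellTiter-Glo luminescence.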
TDP1 inh: qHTS Assay for Inhibitors of Tyrosyl-DNA Phosphodiesterase (TDP1). Tyrosyl-DNA phosphodiesterase 1 (Homo sapiens), Q9NUW8. recombinant TDP1, AlphaScreen DNA substrate cleavage. Potency, µM (doses to about 130 µM), inactives show at the highest dose activity change, negative = inhibition, usual class: inhibitors. actives 0.28% (n = 350,000). AID 485290, 2010; also: nearly all actives have a fitted effect of over 40% in size
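Enzyme-compound mixtures sat 15 min at room temperature, followed by a 5 min reaction with 15 nM final substrate and 10 min with AlphaScreen beads. Recombinant human Tdp1 was used at 1 nM final.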
KAT2A inh: qHTS Assay for Inhibitors of GCN5L2; Histone acetyltransferase KAT2A (Homo sapiens), Q92830; GCN5L2 HAT assay, ThioGlo1 CoA-SH fluorescence; Potency, µM (highest dose often 58.9 µM), for the others: at the highest dose activity change, negative = inhibition, hits mostly inhibitors; actives 0.21% (n = 390,000)
Target sequence (Q92830 whole entry, looked up): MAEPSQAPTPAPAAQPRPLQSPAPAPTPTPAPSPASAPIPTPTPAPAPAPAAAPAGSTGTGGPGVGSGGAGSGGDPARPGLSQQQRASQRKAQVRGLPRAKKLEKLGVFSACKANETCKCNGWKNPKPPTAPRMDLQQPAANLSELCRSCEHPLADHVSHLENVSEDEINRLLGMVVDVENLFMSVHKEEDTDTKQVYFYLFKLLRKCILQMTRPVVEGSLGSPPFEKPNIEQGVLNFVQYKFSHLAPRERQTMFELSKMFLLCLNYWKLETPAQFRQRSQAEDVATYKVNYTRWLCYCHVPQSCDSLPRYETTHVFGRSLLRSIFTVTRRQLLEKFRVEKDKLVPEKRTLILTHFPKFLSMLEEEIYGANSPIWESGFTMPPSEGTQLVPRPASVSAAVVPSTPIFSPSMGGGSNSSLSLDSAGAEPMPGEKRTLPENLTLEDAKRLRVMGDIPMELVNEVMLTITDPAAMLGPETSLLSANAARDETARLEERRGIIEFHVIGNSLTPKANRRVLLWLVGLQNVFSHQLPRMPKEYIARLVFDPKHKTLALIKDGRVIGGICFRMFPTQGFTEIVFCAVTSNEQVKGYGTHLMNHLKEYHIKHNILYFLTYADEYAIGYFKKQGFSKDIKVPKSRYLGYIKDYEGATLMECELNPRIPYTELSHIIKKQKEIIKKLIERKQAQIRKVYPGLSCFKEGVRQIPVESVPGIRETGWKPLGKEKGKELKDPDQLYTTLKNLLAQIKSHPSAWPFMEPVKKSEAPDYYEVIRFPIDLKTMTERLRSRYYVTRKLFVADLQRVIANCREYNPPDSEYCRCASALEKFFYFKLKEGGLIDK
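qHTS, 1536-well. 20nM enzyme, pH 7.5 HEPES/EDTA/Tween-20 buffer; 15 min compound preinc., RT. Start: 75uM H3(1-25), 70uM AcCoA, 50uM ThioGlo1. Read Ex340/Em540 at t=0 (autofluorescence flag) and t=20 min.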
* = called active by the depositor; ? = inconclusive; nt = not tested or not shown; [ ] = dose if it differs, or a comment. Calls follow the shape of the dose curve; as a rule, active = well fitted curve in the direction sought with a large enough effect; inconclusive = small, poorly fitted or top-dose-only effect, or another doubt; inactive = no such curve, though single readings can be large; an effect the other way counts as inactive or inconclusive. % is scaled to controls: 0 for no effect and ±100 for the full control effect; potency is read from the fitted curve at half-maximal effect. Not all compounds are listed; count on the stated rates, not on these rows.

SMILES | DT40 TDP1 no CPT | TDP1 inh | KAT2A inh
Cc1noc(C)c1C(=O)N1CCC2(CC1)CN(c1ncccn1)C2 | -2% | nt | -9%
O=C(NCc1nc2ccccc2[nH]1)C1=C[C@@H](c2ccccc2)C[C@@H](OCc2ccc(CO)cc2)O1 | ? | 6% | 4%
COc1ccc(CCn2c(=N)c(C(=O)NCC3CCCO3)cc3c(=O)n4cccc(C)c4nc32)cc1OC (centres undefined) | 0.52µM* | 2% | 0%
CCOc1ccc(C2C=C(c3ccc(C)cc3)Nc3ncnn32)cc1 (centres undefined) | nt | 8% | ?
O=C(NCc1ccco1)c1cccc2c1C(=O)N(C1CCCCC1)C2 | -5% | 0% | -1%
O=C(/C=C\Nc1ccccn1)c1ccccc1 | -23% | -2% | -3%
NCCSC1CC(=O)N(Cc2ccc(F)cc2)C1=O (centres undefined) | -1% | 5% | -2%
Cc1cc(=O)oc(C)c1C(=O)NCCN1CCOCC1 | -36% | 0% | -1%
COc1ccccc1N1CCN(C(=O)CN(c2cc(C)cc(C)c2)S(C)(=O)=O)CC1 | -11% | 3% | -1%
CC1(c2ccccc2)NC(=O)N(CC(=O)Nc2ccccc2C(=O)N2CCCCC2)C1=O (centres undefined) | -20% | nt | 1%
Cc1c(C(=O)Nc2ccc(C(=O)O)cc2)nnn1-c1ccccc1 | -6% | -1% | -7%
NC(=O)CC(NC(=O)c1cccc(Br)c1)c1ccc(NC2CCCCCCC2)c([N+](=O)[O-])c1 (centres undefined) | 16µM* | nt | -22%
COc1ccc(-c2noc(CCC(=O)NCc3ccc(C)cc3)n2)cc1 | -14% | 0% | -3%
CCn1nc(C)c2c(-c3ccccc3)cc(=O)n(C(C)C(=O)NCc3ccc(C)cc3)c21 (centres undefined) | ? | 2% | -5%
COc1ccc(C(=O)NC2CCCCCC2)cc1S(=O)(=O)N1CCOCC1 | 2% | 3% | 2%
CC1CCN(S(=O)(=O)c2ccc(C(=O)N(C)C3CCS(=O)(=O)C3)cc2)CC1 (centres undefined) | -12% | 1% | -6%
Cc1ccc(CCNC(=O)CN2C(=O)COc3ccccc32)cc1 | -12% | -2% | -7%
Cc1ccccc1N(CC(=O)N/N=C/c1ccc(Cl)cc1)C(=O)c1ccccc1 | ? | 3% | -8%
Cc1cccc(NC(=O)/C(=C\c2ccco2)NC(=O)c2ccccc2)c1 | 5% | 0% | -4%
COc1cc(C)nc(N(C)S(=O)(=O)c2ccccc2Cl)n1 | ? | -4% | -8%
Cc1ccc(C(=O)O)cc1NC(=S)NC(=O)c1ccc(-c2ccccc2)cc1 | -19% | 1% | -24%
Cc1ccc(NC2=C(Cl)C(=O)OC2OC(=O)c2ccccc2)c(C)c1 (centres undefined) | ? | 3% | -15%
CCN(CC)S(=O)(=O)c1ccc2oc(C(=O)Nc3ccc(OC)cc3OC)c(C)c2c1 | 12µM* | 6% | 4%
CC(Oc1cccc(Br)c1)C(=O)NNC(=O)c1ccccn1 (centres undefined) | 2.3µM* | 1% | 1%
O=S(=O)(N/N=C\c1cccnc1)c1ccccc1 | 1% | 11% | 5%
COc1ccc(-n2c(=O)c3c4c(sc3n(Cc3ccccc3)c2=O)CCC4)c(OC)c1 | 23µM* | 6% | -11%
Cc1nn(Cc2c(Cl)cccc2Cl)c(Cl)c1/C=C/C(=O)OCC(=O)NCC(F)(F)F | ? | -4% | -3%
Fc1ccc(C2=Nn3c(Cc4ccccc4)nnc3SC2)cc1 | -26% | 3% | -12%
O=C1CC2C(CC(OC(=O)c3ccc(-c4ccccc4)cc3)C2CO)O1 (centres undefined) | ? | 1% | 1%
Cc1ccc(NC(=O)CN2CCC(Cc3ccccc3)CC2)cc1S(=O)(=O)N(C)C | ? | nt | -4%

Grouped by structure, the entries above containing a COOH group (2)
SMILES | DT40 TDP1 no CPT | TDP1 inh | KAT2A inh
Cc1c(C(=O)Nc2ccc(C(=O)O)cc2)nnn1-c1ccccc1 | -6% | -1% | -7%
Cc1ccc(C(=O)O)cc1NC(=S)NC(=O)c1ccc(-c2ccccc2)cc1 | -19% | 1% | -24%

The main list resumes, starting seven compounds before the break.
SMILES | DT40 TDP1 no CPT | TDP1 inh | KAT2A inh
CC(Oc1cccc(Br)c1)C(=O)NNC(=O)c1ccccn1 (centres undefined) | 2.3µM* | 1% | 1%
O=S(=O)(N/N=C\c1cccnc1)c1ccccc1 | 1% | 11% | 5%
COc1ccc(-n2c(=O)c3c4c(sc3n(Cc3ccccc3)c2=O)CCC4)c(OC)c1 | 23µM* | 6% | -11%
Cc1nn(Cc2c(Cl)cccc2Cl)c(Cl)c1/C=C/C(=O)OCC(=O)NCC(F)(F)F | ? | -4% | -3%
Fc1ccc(C2=Nn3c(Cc4ccccc4)nnc3SC2)cc1 | -26% | 3% | -12%
O=C1CC2C(CC(OC(=O)c3ccc(-c4ccccc4)cc3)C2CO)O1 (centres undefined) | ? | 1% | 1%
Cc1ccc(NC(=O)CN2CCC(Cc3ccccc3)CC2)cc1S(=O)(=O)N(C)C | ? | nt | -4%
CCc1ccc2[nH]c(C(=O)Nc3ccc(F)cc3Br)cc2c1 | -7% | nt | 1%
COc1ccc(NC2=C(C(C)=O)C(c3ccc(N(C)C)cc3)C(C(C)=O)C(C)(O)C2)cc1 (centres undefined) | ? | 8% | -6%
CC(C)(C)c1cc(C(=O)N/N=C/c2ccc(-c3ccccc3[N+](=O)[O-])o2)n[nH]1 | ? | 10% | -15%
N#CC1=C(Nc2ccccc2)SC=C(c2ccccc2)N=C1N1CCOCC1 | 29µM* | 4% | -12%
CCOC(=O)c1ccc(CN(Cc2ccc(C)cc2)S(=O)(=O)c2ccc(F)c(C(=O)Nc3ccc(C)c(F)c3)c2)cc1 | -17% | -3% | -12%
COc1cc(C2OCC3C(c4cc(OC)c(OC)c(OC)c4)OCC23)cc(OC)c1OC (centres undefined) | ? | nt | -22%
COc1ccc(C2C(C(=O)Nc3ccccc3OC)=C(C)Nc3nnnn32)c(OC)c1 (centres undefined) | -23% | -6% | -9%
O=C1NCC(COCC2CC=CCC2)O1 (centres undefined) | 3% | 7% | 0%
O=C(O)c1ccc(CSc2nnc(COc3ccc(Cl)cc3Cl)o2)cc1 | 3% | 6% | -14%
CN(C)c1ccc(/C=N/NC(=O)c2cc(-c3ccc4c(c3)OCO4)n[nH]2)cc1 | 21µM* | 5% | -1%
COC(=O)c1ccc(C)c(NC(=O)CCSc2ccc(Cl)cc2)c1 | -2% | 4% | ?
COC(=O)c1sccc1S(=O)(=O)N(CC(=O)NCc1ccccc1)c1ccccc1 | ? | 7% | -7%
CC(CCc1ccccc1)NCc1cccc2ccccc12 (centres undefined) | ? | nt | 1%
CC1C(=O)N(Cc2ccc([N+](=O)[O-])cc2)c2ccccc2N1C(=O)c1c(F)cccc1F (centres undefined) | 16µM* | nt | -6%
Cc1ccc(O)c(C2=Nc3ccccc3N=C(c3cccs3)C2)c1 | 16µM* | ? | -22%
Cc1cccc(C)c1OC(=O)CCN1C(=O)C2C3C=CC(C4CC34)C2C1=O (centres undefined) | ? | -7% | -1%
C[C@@]12C(=O)N(Cc3ccccc3)CC(=O)N1[C@H]1c3ccccc3OC[C@@H]1[C@@H]2c1ccccc1 | ? | 0% | -14%
COc1cccc2c(=S)c(CCC(C)=O)c(C)[nH]c12 | ? | 5% | -5%
O=C(CN1C(=O)COc2ccc(S(=O)(=O)N3CCCCCC3)cc21)N1CCN(c2ccccc2)CC1 | nt | 4% | 0%
Cc1sc2ncnc(N/N=C/c3ccc(O)cc3)c2c1C | ? | 5% | -19%
CC(=O)c1ccc(Oc2cc(-c3ccccc3)nc(-c3ccccc3)n2)cc1 | -22% | -3% | -3%
O=C(Nc1ccccc1F)c1cc(Cl)sc1Cl | -2% | nt | -1%
COCCOC(=O)c1c(C)n(C)c2ccc(OC(=O)c3cccs3)cc12 | -18% | -1% | -10%
COc1ccccc1CNC(=O)c1ccoc1C | -11% | 10% | 3%
O=C(CS(=O)(=O)c1ccc(F)cc1)NCCS(=O)(=O)c1ccccc1 | -16% | nt | -6%
COc1ccc2c(=O)c3c(=O)n(-c4ccccc4)c(-c4ccc(C)cc4)nc3oc2c1 | 18µM* | -3% | -2%
Cc1cccc(CS(=O)(=O)Cc2ccc(C(=O)NCc3ccc(Cl)cc3)o2)c1 | 23µM* | 3% | 7%
COc1ccccc1-c1cc2nc(C)c(CCC(=O)Nc3cc(C)ccc3C)c(C)n2n1 | ? | -1% | -2%
OCCC1CN(Cc2cccn2-c2ncccn2)CCN1CCc1ccccc1 (centres undefined) | -1% | 3% | -1%
COc1ccccc1C1=Nn2c(nc3sc(C(=O)Nc4ccccc4Cl)c(C)c3c2=O)SC1 | ? | 3% | -8%
COc1cccc(-c2nc(NC3CCNCC3)c3ccccc3n2)c1 | 21µM* | nt | -11%
O=C(NC(=S)N1CCN(c2ccc(O)cc2)CC1)c1ccco1 | ? | 2% | 0%
Nc1nc(-c2ccccc2)cc(C(F)(F)F)n1 | -4% | 2% | -1%
COc1cccc2cc(C(C)N(CCCN3CCOCC3)C(=S)Nc3ccc(C)cc3)oc12 (centres undefined) | -12% | 5% | -2%
Cc1ccccc1Nc1nc(-c2cccnc2)nc2ccccc12 | 21µM* | nt | -21%
O=C(CSc1nnc(CNc2ccc(Cl)cc2)o1)Nc1nc2c(s1)CCCC2 | ? | 13% | -4%
O=C(O)c1ccc(CS(=O)(=O)c2c(Cl)cccc2Cl)o1 | -1% | nt | 1%
CCCCC(CC)COC(=O)/C=C/c1ccc(OC)cc1 (centres undefined) | 4% | nt | -19%
c1ccc(-c2cc(NCCN3CCCCC3)c3ccccc3n2)cc1 | 16µM* | nt | 29%
CCN(CC)CCNC(=O)Cn1nc(-c2ccc(C)cc2)ccc1=O | -10% | 5% | 25%
CCOc1nc(SCCOc2ccccc2)nc(N(C)C)n1 | -19% | nt | 0%
CCCCc1ccc(NC(=O)CN2C(=O)NC(Cc3ccccc3)C2=O)cc1 (centres undefined) | ? | 1% | 2%
COc1ccc(C(=O)NCc2ccc3c(c2)CCN3C(=O)c2ccccc2)cc1 | 23µM* | 0% | 2%
Cc1ccc(-n2cc(C(=O)Oc3ccc(F)cc3)c3ccccc3c2=O)cc1 | ? | 2% | -6%
Cc1cccc(NC(=O)C23CCC(C)(C2Br)C3(C)C)c1 (centres undefined) | ? | -1% | 0%
C[C@@H]1CCc2cc(F)cc3c(=O)c(C(=O)O)cn1c23 | nt | 12%[21 µM] | 4%[21.4 µM]
O=C(CC1Sc2ccccc2NC1=O)OC(C(=O)NCCc1ccccc1)c1cccnc1 (centres undefined) | -15% | 3% | -15%
Cc1ccc(-c2csc(-c3cc4c([nH]c3=O)CC(c3ccccc3)CC4=O)n2)cc1 (centres undefined) | 1.3µM* | -1% | 3%
COc1ccc(/C=N/NC(=O)c2ccn[nH]2)cc1COc1ccc(F)cc1 | ? | 0% | -11%
COc1cc(Br)c(CC(=O)O)cc1OC | 9% | -6% | 2%
O=C1CCCN1c1ccc(C(=O)N(Cc2nnc(-c3ccc(Cl)cc3)o2)C2CC2)cc1 | ? | -7% | -21%
CC(C)(C)c1ccccc1NC(=O)Cn1cnc2cc([N+](=O)[O-])ccc2c1=O | ? | 3% | -15%
O=C1CCC(=O)c2oc3ccccc3c2N1 | -9% | 3% | -1%
COc1ccc(C2=NS(=O)(=O)N(C)C(C(=O)N3CCOCC3)=C2)cc1OC | -19% | nt | ?
O=C(Nc1c(-c2ccccc2)nc2ccc(Cl)cn12)c1cccs1 | -19% | 0% | 4%
CN(Cc1cccs1)C(=O)COc1cccc(-n2cnnn2)c1 | ? | 0% | -5%
CCCC1S/C(=N/N=C/c2ccc(C)cc2)N(Cc2ccc(OC)cc2)C1=O (centres undefined) | -22% | -8% | 2%
CC(C)c1ccc(N2C(=O)CSC23C(=O)N(Cc2ccccc2F)c2ccccc23)cc1 (centres undefined) | nt | 11% | -9%
CCCN1C(=O)C2(c3ccccc31)c1c(oc3ccccc3c1=O)C(=O)N2CCO (centres undefined) | -4% | 1% | -5%
COc1cc(NC(=O)C(C)Oc2ccccc2)ccc1NC(=O)COc1ccccc1 (centres undefined) | ? | 1% | -19%
Cc1ccc(S(C)(=O)=O)cc1S(=O)(=O)Nc1cccc(Cl)c1 | -8% | 6% | 1%
